SW480 rerep: A quantitative high throughput screen for small molecules that induce DNA re-replication in SW480 colon adenocarcinoma cells. hit rate 1.8% among 340,000. Potency, µM (doses to about 46.1 µM), for the others: at the highest dose re-replication activation, actives largely listed as activators. SW480 DNA re-replication, Hoechst DNA content imaging, 48 h; also: potency is read from the fitted curve at half-maximal effect; % of control where 0% means no effect; nearly all actives have a fitted effect of over 55% in size
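First, 250 cells per well were seeded. Next, compound or vehicle (23 nL) was pinned in, plates sat 48 hr at 37 C. Finally Hoechst was added for 40 min before fluorescence scanning.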
IL1B secr inh: qHTS for Inhibitors of Inflammasome Signaling: IL-1-beta AlphaLISA Primary Screen. THP-1 LPS/ATP IL-1B secretion, AlphaLISA, 16 h; stronger effect = lower value. activity change, % at 57.5 µM. hit rate 4.7% among 360,000. AID 743279, 2014; in the data active = activity change below about -50%; inconclusive = mostly about -30% to -49%; also: % is scaled to controls: 0 for no effect and ±100 for the full control effect
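THP-1 cells pretreated 1 hr with compounds (up to 57.5 uM final), then stimulated with LPS (250 ng/mL final) plus ATP (1.25 mM final); secreted IL-1B measured by AlphaLISA after 16 hr, decreased signal indicating inhibition.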
ATXN2 expr inh: Primary qHTS for Inhibitors of ATXN expression; HEK-293 ATXN2-luciferase reporter, luminescence, 24 h; Potency, µM (series often up to 57 µM), inactives show at the top dose activity change, negative = inhibition, hits mostly inhibitors; hit rate 0.72% among 360,000; AID 1745845, 2022; also: potency is read from the fitted curve at half-maximal effect; % is scaled to controls: 0 for no effect and ±100 for the full control effect; nearly all actives have a fitted effect of over 55% in size
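ATXN2-luciferase reporter cells (luciferase flanked by upstream and downstream ATXN2 gene portions) were treated 24 h at 37 °C with compounds at up to 57 uM. SteadyGlo luminescence gave expression; GF-AFC fluorescence gave viability.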
HepG2 tox: qHTS for Inhibitors of TGF-b: Cytotox Counterscreen; HepG2 CAGA-GFP viability, ATP luminescence, 18 h; AID 588856, 2011; hit rate 0.76% among 410,000; Potency, µM (highest dose often 46.1 µM), for inactives: at the top dose activity change, negative = cytotoxicity, hits mostly cytotoxic; also: potency is read from the fitted curve at half-maximal effect; some results filed as inactive show a strong effect at the top dose
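CellTiter-Glo luminescence gave cytotoxicity after 18 hours at 37 degrees C. The cells were HepG2 CAGA-GFP in 1% FBS DMEM, stimulated with 500 pg/mL TGF-beta after compound addition. %Activity was normalised to no-cell wells (complete cell-killing) and DMSO (no toxicity), and curves were fitted and classified.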
HT1080 IDH1KD tx: qHTS for induction of synthetic lethality in tumor cells producing 2HG: qHTS for the HT-1080-IDH1KD cell line. HT-1080 IDH1 knockdown viability, ATP luminescence, 48 h. Potency, µM (highest dose often 46.1 µM), for inactives: top-dose activity, negative = toxicity, most hits filed as cytotoxic. hit rate 2% among 360,000. AID 686971, 2013;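 also: potency is read from the fitted curve at half-maximal effect; 0% = DMSO wells and -100% = cell-free medium wells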
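After a 2 h attachment period, IDH1KD HT-1080 cells took pin-transferred compound for 48 h at 37 °C; ATP-based luminescence after 10 min room-temperature reagent incubation reported viability.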
HT1080-NT tox: qHTS for induction of synthetic lethality in tumor cells producing 2HG: qHTS for the HT-1080-NT fibrosarcoma cell line; HT-1080-NT fibrosarcoma viability, CellTiter-Glo ATP luminescence, 48 h; Potency, µM (top dose mostly 46.1 µM), for inactives: at the top dose activity, negative = less viability, usual class: cytotoxic; hit rate 1.6% among 360,000; AID 686970, 2013;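 also: NT is the 2HG producing partner of a matched IDH1 knockdown line; potency is read from the fitted curve at half-maximal effect; 0% = DMSO-treated cells and -100% = media-only wells without cells; nearly all actives have a fitted effect of over 55% in size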
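Luminescent CellTiter-Glo readout after 48 hours of compound exposure at 37 degrees C defined viability of HT-1080-NT cells. Activity was normalized to DMSO wells and cell-free media wells; concentration-response curves were fitted and assigned curve classes.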
KB-3-1 tox: qHTS assay for MDR1-selective chemotherapeutics: Primary screen using the parental adenocarcinoma cell KB-3-1 | Potency, µM (titrated, usually from 46.1 µM), for inactives: top-dose activity change, negative = cytotoxic, actives largely listed as cytotoxic | KB-3-1 viability, CellTiter-Glo ATP luminescence, 72 h | hit rate 1.4% among 400,000; also: potency is read from the fitted curve at half-maximal effect; % is scaled to controls: 0 for no effect and ±100 for the full control effect; nearly all actives have a fitted effect of over 60% in size
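KB-3-1 cells, DMEM (no phenol red) + 10% FBS; compound by pin transfer, 72 h, 37 °C. Readout: CellTiter-Glo luminescence after 10 min. Data normalized, curve-fitted.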
MCF10A rerep: A quantitative high throughput screen for small molecules that induce DNA re-replication in MCF 10a normal breast cells; hit rate 2.9% among 350,000; MCF 10A DNA re-replication, Hoechst nuclear intensity, 48 h; Potency, µM (doses to about 46.1 µM), without a hit: at the highest dose activity, positive = re-replication, most hits filed as activators; also: potency is read from the fitted curve at half-maximal effect; % of control where 0% means no effect; nearly all actives have a fitted effect of over 50% in size
S2 tox: Viability Counterscreen for Primary qHTS for Inhibitors of ATXN expression; AID 651635, 2014; S2 cells (HEK-293 line with an ATXN2-luciferase reporter) viability, CellTiter-Fluor protease fluorescence, 24 h; Potency, µM (doses to about 56.7 µM), usual class: cytotoxic; hit rate 0.49% among 400,000; also: potency is read from the fitted curve at half-maximal effect; nearly all actives have a fitted effect of over 40% in size
Numbers without * were called inactive; i = inactive; ? = inconclusive; . = not tested or not shown; [ ] = remark or other dose. Unless noted, calls follow the shape of the dose curve; as a rule, active = well fitted curve in the direction sought with a large enough effect; inconclusive = small, poorly fitted or top-dose-only effect, or another doubt; inactive = no such curve, though single readings can be large; an effect the other way counts as inactive or inconclusive.

canonical_smiles	SW480 rerep	IL1B secr inh	ATXN2 expr inh	HepG2 tox	HT1080 IDH1KD tx	HT1080-NT tox	KB-3-1 tox	MCF10A rerep	S2 tox
CCN1CCC(N2CCN(c3ccccc3OC)CC2)CC1	0%	-4	-12%	-5%	10%	-4%	-6%	16%	i
O=C(CCC(=O)c1cccs1)NNC(=O)c1cc(Cl)ccc1Cl	13%	31	-9%	0%	-2%	10%	-2%	2%	i
Cc1cccc(NC(NC(=O)Cc2ccccc2)C(Cl)(Cl)Cl)c1 (configuration not stated)	3%	-8	-10%	2%	1%	2%	?	0%	i
Cc1ccc(C)c(SCC(=O)Nc2cccc(S(=O)(=O)NC3=NCCCCC3)c2)c1	-3%	-11	-1%	11%	-10%	-4%	-21%	2%	i
COc1ccc(/C=C(\NC(=O)c2ccc(Cl)cc2)C(=O)NCCCn2ccnc2)cc1OC	-23%	-16	-16%	-3%	-4%	0%	?	-26%	i
COc1cc(CCCN[C@H](CN)Cc2ccccc2)cc(OC)c1OC	1%	?	-9%	14%	1%	3%	-18%	?	i
O=c1[nH]c(N2CCOCC2)nc2ncn(Cc3ccccc3)c12	0%	14	3%	-7%	3%	-6%	?	11%	i
Cc1cc(Cl)ccc1NS(=O)(=O)c1c(C)[nH]c(=O)[nH]c1=O	-3%	-1	-2%	4%	0%	1%	19%	0%	i
OCC1(Cc2ccc(Cl)cc2)CCN(CC2CC=CCC2)CC1 (configuration not stated)	-4%	-62*	8%	-39%	?	-14%	?	?	i
FC(F)(F)c1ccc2c(c1)[nH]c(=S)n2C1CC1	-13%	9	.	-5%	-3%	-1%	-17%	-1%	i

The closing 6 entries of the part before are carried over, then new ones follow.
canonical_smiles	SW480 rerep	IL1B secr inh	ATXN2 expr inh	HepG2 tox	HT1080 IDH1KD tx	HT1080-NT tox	KB-3-1 tox	MCF10A rerep	S2 tox
COc1ccc(/C=C(\NC(=O)c2ccc(Cl)cc2)C(=O)NCCCn2ccnc2)cc1OC	-23%	-16	-16%	-3%	-4%	0%	?	-26%	i
COc1cc(CCCN[C@H](CN)Cc2ccccc2)cc(OC)c1OC	1%	?	-9%	14%	1%	3%	-18%	?	i
O=c1[nH]c(N2CCOCC2)nc2ncn(Cc3ccccc3)c12	0%	14	3%	-7%	3%	-6%	?	11%	i
Cc1cc(Cl)ccc1NS(=O)(=O)c1c(C)[nH]c(=O)[nH]c1=O	-3%	-1	-2%	4%	0%	1%	19%	0%	i
OCC1(Cc2ccc(Cl)cc2)CCN(CC2CC=CCC2)CC1 (configuration not stated)	-4%	-62*	8%	-39%	?	-14%	?	?	i
FC(F)(F)c1ccc2c(c1)[nH]c(=S)n2C1CC1	-13%	9	.	-5%	-3%	-1%	-17%	-1%	i
Cc1cc(C)n(-c2nc3ccccc3nc2Nc2ccc3c(c2)OCO3)n1	6%	-27	-3%	6%	7%	-1%	24%	16µM*	i
Cc1ccc(-c2nc3c(Cl)cc(C(F)(F)F)cn3c2Cc2cccc(F)c2)cc1	.	10	0%	-23%	10%	18%	0%	.	i
COCCCNC(=O)[C@H]1N2C(=O)c3ccccc3C2SC1(C)C (some centres not stated)	-7%	6	-1%	3%	10%	3%	0%	4%	i
Cn1ncc(Br)c1C(=O)Nc1ccc(F)cc1F	1%	16	-6%	-20%	11%	10%	4%	1%	i
C/C(=N\NC(=O)c1nnn(-c2nonc2N)c1CSc1ccccc1)c1cccnc1	3%	21	.	6%	-4%	0%	3%	-4%	i
CCn1c(C)c(C(C)=O)c(SC)nc1=S	-4%	0	1%	-2%	4%	9%	2%	-14%	i
CC(C)NC(=O)c1ccc2c(=O)n(CC3CCCO3)c(=S)[nH]c2c1 (configuration not stated)	-5%	16	-19%	-61%	0%	2%	16%	-3%	i
COc1ccccc1NC(=O)Cn1c(=O)n(-c2cccc(Cl)c2)c(=O)c2c1c1cc(C)ccc1n2C	.	.	15%	-41%	.	.	6%	.	i
Cc1ccc(S(=O)(=O)c2ccc(NN)cc2)cc1	6%	-25	-7%	-5%	0%	-13%	-3%	?	i
O=C(C1CCCC1)N1CCN(S(=O)(=O)c2ccc(F)c(F)c2F)CC1	-18%	15	0%	2%	7%	1%	9%	-14%	i
CCN1CCN(C(=O)c2ccc(Cn3c(=O)[nH]c4cc(OC)c(OC)cc4c3=O)cc2)CC1	1%	12	-2%	-9%	-5%	-3%	-8%	7%	i
COc1ccc(/C(C)=N/NC(=O)CCC(=O)Nc2ccc(Cl)cc2Cl)c(OC)c1	-2%	-20	9%	0%	11%	8%	11%	-1%	i
Cc1ccc(Sc2c(CO)c(-c3ccccc3)nn2C)cc1	0.82µM*	-11	0%[11.3 µM]	-1%	1.2µM*	0.73µM*	?	1µM*	i
CCN1CCCC1CNC(=O)c1[nH]c2ccc(OC)cc2c1C (configuration not stated)	15%	-7	2%	-14%	4%	2%	0%	6%	i
COc1ccc(Cl)cc1CC=NNC(=O)c1cccc(C)c1O	18%	22	3%	0%	-26%	1%	1%	1%	i
Cc1ccc(S(=O)(=O)c2c(N)n(NC(=O)c3ccco3)c3nc4ccccc4nc23)cc1	1%	-24	3%	-3%	6%	4%	-7%	6%	i
CC(=O)c1c(COC(=O)c2ccncc2)nc2ccccc2[n+]1[O-]	2%	0	-11%	21%	14%	8%	2%	-2%	i
CCCCCC(=O)Nc1cc(N(C)C)nc2ccccc12	-2%	26	-10%	-29%	-11%	-2%	-2%	-2%	i
Cc1cc(OCC(=O)N2CCN(c3ccc(F)cc3)CC2)c2c(C)cc(=O)oc2c1	29%	4	.	6%	12%	9%	2%	3%	?
O=[N+]([O-])c1ccc(Oc2ccc(S(=O)(=O)N3CCCCC3)cc2)cc1	-2%	-7	-28%	1%	8%	1%	-2%	10%	i
COc1ccccc1NC(=O)C1CCCN(S(=O)(=O)c2c(C)noc2C)C1 (configuration not stated)	9%	37	-1%	-9%	-2%	10%	4%	6%	i
O=S1(=O)N[C@@H](Cc2ccccc2)COc2cc(Br)ccc21	-33%[inhibitor]	8	4%	-2%	-10%	-15%	1%	?	i
COc1ccc(-c2cc(C(=O)Nc3ccccc3O)c3ccccc3n2)cc1	-46%[inhibitor]	-84*	-36%	9%	?	?	-5%	?	?
Cc1cc(C(=O)NNC(=O)C(CCC(N)=O)NS(=O)(=O)c2ccc(Cl)cc2)c(C)o1 (configuration not stated)	-21%	17	2%	-4%	3%	7%	-6%	-11%	?
Cc1ccc(NC(=O)C(OC(=O)c2ccc(C=O)cc2)c2ccccc2)cc1Cl (configuration not stated)	?	-5	-1%	-30%	23µM*	?	3%	-18%	i
COc1cccc(OC(=O)c2cc3ccccc3oc2=O)c1	0%	8	1%	-100%	9%	2%	?	-7%	i
Cc1cc(OC(F)F)ccc1NC(=S)NCCc1ccccc1	-26%	i	5%	-1%	19%	11%	23%	17%	i
CN1CCN(C(CNC(=O)c2ccccc2)c2ccc3c(c2)OCO3)CC1 (configuration not stated)	.	.	9%	2%	.	.	14%	.	i
CN(CC(=O)Nc1ccc(F)cc1)C(=O)COc1ccc(C(=O)c2ccccc2)cc1	2%	-18	-19%	-27%	-12%	-12%	-13%	6%	i
CCOC(=O)c1cc(Sc2ccccc2N)cc(C(=O)OCC)n1	-7%	.	4%	-10%	-7%	-1%	3%	?	i

Ordered by count of non-hydrogen atoms (high to low): 3 of the compounds above.
canonical_smiles	SW480 rerep	IL1B secr inh	ATXN2 expr inh	HepG2 tox	HT1080 IDH1KD tx	HT1080-NT tox	KB-3-1 tox	MCF10A rerep	S2 tox
Cc1ccc(S(=O)(=O)c2c(N)n(NC(=O)c3ccco3)c3nc4ccccc4nc23)cc1	1%	-24	3%	-3%	6%	4%	-7%	6%	i
Cc1cc(C)n(-c2nc3ccccc3nc2Nc2ccc3c(c2)OCO3)n1	6%	-27	-3%	6%	7%	-1%	24%	16µM*	i
Cc1cccc(NC(NC(=O)Cc2ccccc2)C(Cl)(Cl)Cl)c1 (configuration not stated)	3%	-8	-10%	2%	1%	2%	?	0%	i

(further entries)
canonical_smiles	SW480 rerep	IL1B secr inh	ATXN2 expr inh	HepG2 tox	HT1080 IDH1KD tx	HT1080-NT tox	KB-3-1 tox	MCF10A rerep	S2 tox
NC(=O)c1ccc(NS(=O)(=O)c2ccc3ccccc3c2)cc1	1%	20	-2%	-27%	2%	-8%	-3%	9%	i
COc1nc(Nc2ccc(OC)c(Cl)c2)nc(OC)n1	-5%	-11	-1%	-3%	0%	0%	?	2%	i
COCCCNC(=O)c1cccc(NC(=O)c2ccccc2)c1	-16%	-7	2%	5%	?	0%	23%	?	i
CCOc1ccc2ccccc2c1C(=O)N1CCOCC1	-2%	13	-2%	5%	1%	-2%	0%	2%	i
CSC1=NCCN1C(=O)Cc1ccc(Cl)cc1	-11%	-2	4%	3%	8%	4%	0%	16%	i
COc1cc(NC(=O)C2=C(C)Nc3nnnn3C2c2ccc(SC)cc2)c(OC)cc1Cl (configuration not stated)	.	.	8%	-5%	.	.	-1%	.	i

High-throughput results: PubChem BioAssay, National Center for Advancing Translational Sciences (NCATS)

Random draw from the library. Share with any hit: about 8.9%.
